# Screening results (PubChem)
# GRP78 ERSR act – inducers of ER stress response in human glioma cells; Potency, µM, for the others: at the top dose activation, actives largely listed as activators; hit rate 0.02% among 420,000; AID 602332; U87-MG GRP78 promoter luciferase reporter, 16 h; further: potency means the concentration at half of the fitted maximal effect; series mostly up to about 76 µM; % of control where 0% means no effect; nearly all actives have a fitted effect of over 35% in size
#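 ERSR induction read as luciferase luminescence (Bright-Glo, 10 min at room temperature) in stably transfected human U87-MG glioma cells exposed to compounds for 16 h, using GRP78 as sensor.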
# Vif-A3G inh – inhibitors of Vif-APOBEC3G interaction; Potency, µM (highest dose often 46.1 µM), inactives show at the highest dose activity, negative = active, actives largely listed as inhibitors; Q9HC16; hit rate 0.076% among 410,000; AID 602310; HeLa A3G-eYFP + Vif (tagged APOBEC3G with the HIV-1 protein that degrades it), YFP fluorescence, overnight;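 further: potency means the concentration at half of the fitted maximal effect; on the % scale 0 is the no-effect control and ±100 the full control effect; nearly all actives have a fitted effect of over 60% in size; hits raise eYFP signal because A3G escapes Vif-driven loss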
# Target sequence (Q9HC16 whole entry, looked up): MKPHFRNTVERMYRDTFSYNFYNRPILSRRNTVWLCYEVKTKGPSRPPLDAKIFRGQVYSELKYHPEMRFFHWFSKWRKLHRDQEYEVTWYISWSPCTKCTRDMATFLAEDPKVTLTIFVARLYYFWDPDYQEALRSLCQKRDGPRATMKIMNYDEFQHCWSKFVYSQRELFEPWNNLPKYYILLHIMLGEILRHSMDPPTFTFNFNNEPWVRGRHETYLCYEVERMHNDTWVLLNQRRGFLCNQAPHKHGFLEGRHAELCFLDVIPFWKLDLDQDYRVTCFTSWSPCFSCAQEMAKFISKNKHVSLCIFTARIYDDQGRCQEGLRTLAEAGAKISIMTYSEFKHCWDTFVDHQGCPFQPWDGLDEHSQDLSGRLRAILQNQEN
#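 Read-out is eYFP fluorescence (Ex 488/Em 500-530) from Vif-expressing HeLa A3G-eYFP cells; more signal means A3G escaped Vif-mediated degradation. Cells plated overnight, compound pinned in, incubated overnight at 37 deg C.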
# LDHA inh – blocks human lactate dehydrogenase A | P00338 | purified LDHA, NADH/diaphorase-resazurin fluorescence; hits give low values | activity change, % (values are at about 110 or 230 µM) | hit rate 0.15% among 480,000; in the data active means activity change below about -30%; inconclusive means mostly about -25% to -30%;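 further: plate controls were DMSO wells for no effect and wells without enzyme for full effect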
#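 Resorufin fluorescence (ex540/em590), read at 0 and 20 min after diaphorase/resazurin addition, reports the NADH left after a 5 min room-temperature reaction of 2 nM human LDH5 with 0.06 mM NADH and 0.2 mM pyruvate.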
# Numbers without * were called inactive; ? = inconclusive. Unless noted, the call rests on the fitted dose curve; in most records, active means well fitted curve in the direction sought with a large enough effect; inconclusive means small, poorly fitted or top-dose-only effect, or another doubt; inactive means no such curve, though single readings can be large; an effect the other way counts as inactive or inconclusive. These rows are one share of the data; the hit share may differ from the screen's.
# The first seven compounds, ahead of the listing:
GRP78 ERSR act	Vif-A3G inh	LDHA inh	compound
-1.9%	-7.0%	-6.3	CCc1nc2ccc(C(=O)Nc3ccc(NC(C)=O)cc3)cn2c1N(C)CCCc1ccccc1
-3.4%	-0.2%	-1.6	CC(O)(c1cccc(F)c1)c1nc(-c2ccc(S(C)(=O)=O)cc2)cs1 (centres undefined)
-3.0%	-0.3%	1.0	Cc1ccc(C(=O)N2CCC2(C)C(=O)NC(C)C)cc1 (centres undefined)
-1.9%	-14.2%	-6.8	Cc1ccccc1-c1cc2nc(NCCc3ccncc3)n(C)c(=O)c2s1
-5.1%	-6.5%	-3.2	OC[C@@H]1CN(Cc2ccncc2)C[C@H](n2cnc3c(N4CCN(c5ccccc5)CC4)ncnc32)O1
0.4%	-3.4%	-12.5	Brc1ccc2nc(-c3ccccc3)c(Cc3ccccc3)n2c1
-3.7%	3.8%	0.6	COc1ccc(C(NC(=O)C2CCN(Cc3cc(OC)cc(OC)c3)CC2)c2ccccn2)cc1 (centres undefined)

# All compounds of this part, from the first entry:
GRP78 ERSR act	Vif-A3G inh	LDHA inh	compound
-1.9%	-7.0%	-6.3	CCc1nc2ccc(C(=O)Nc3ccc(NC(C)=O)cc3)cn2c1N(C)CCCc1ccccc1
-3.4%	-0.2%	-1.6	CC(O)(c1cccc(F)c1)c1nc(-c2ccc(S(C)(=O)=O)cc2)cs1 (centres undefined)
-3.0%	-0.3%	1.0	Cc1ccc(C(=O)N2CCC2(C)C(=O)NC(C)C)cc1 (centres undefined)
-1.9%	-14.2%	-6.8	Cc1ccccc1-c1cc2nc(NCCc3ccncc3)n(C)c(=O)c2s1
-5.1%	-6.5%	-3.2	OC[C@@H]1CN(Cc2ccncc2)C[C@H](n2cnc3c(N4CCN(c5ccccc5)CC4)ncnc32)O1
0.4%	-3.4%	-12.5	Brc1ccc2nc(-c3ccccc3)c(Cc3ccccc3)n2c1
-3.7%	3.8%	0.6	COc1ccc(C(NC(=O)C2CCN(Cc3cc(OC)cc(OC)c3)CC2)c2ccccn2)cc1 (centres undefined)
-3.6%	-5.4%	-4.1	OC(c1ccc(F)c(F)c1)c1ncc(-c2ccc(Cl)cc2)[nH]1 (centres undefined)

# 2 of these compounds in another layout.
smiles: OC(c1ccc(F)c(F)c1)c1ncc(-c2ccc(Cl)cc2)[nH]1 (centres undefined)
  GRP78 ERSR act: -3.6%; Vif-A3G inh: -5.4%; LDHA inh: -4.1

smiles: CC(O)(c1cccc(F)c1)c1nc(-c2ccc(S(C)(=O)=O)cc2)cs1 (centres undefined)
  GRP78 ERSR act: -3.4%; Vif-A3G inh: -0.2%; LDHA inh: -1.6

# The list continues:
GRP78 ERSR act	Vif-A3G inh	LDHA inh	compound
-3.3%	-6.1%	3.0	CC1(C(=O)Nc2cccc3cccnc23)CCN1C(=O)CCC1CCCC1 (centres undefined)
-3.5%	-0.2%	-6.7	CC1(C(=O)Nc2cccc(Oc3ccccc3)c2)CCN1Cc1cc2ccccc2o1 (centres undefined)
3.4%	0.8%	-6.6	COc1ccc(C(C)(O)c2nc(-c3cccc(C(=O)O)c3)cs2)cc1 (centres undefined)
-3.3%	-3.7%	1.0	CCCNC(=O)C1(C)CCN1C(=O)c1ccccc1CCc1ccccc1 (centres undefined)
-4.3%	-2.3%	1.0	CSCCC(C(=O)Nc1c(C)cccc1C)N1CCN(c2ccc(F)cc2)CC1 (centres undefined)
-1.4%	-3.2%	-2.9	COc1ccc(-c2cc3nc(NCCNC(C)=O)n(C)c(=O)c3s2)c(C)c1
-2.3%	0.1%	-0.2	Cc1cc(C)c(C(=O)c2ccccc2C(=O)O)c(C)c1
2.2%	-1.3%	-5.9	CCc1nc2ccc(C(=O)NCCN3CCNC3=O)cn2c1N(CC)CCOC
-1.0%	-4.7%	1.3	CN(C)CCNC(=O)c1cccc(-c2cnc3c(NC=O)cc(-c4ccc(S(C)(=O)=O)cc4)cn23)c1
-1.4%	2.0%	-4.1	CC(=O)OC[C@@H]1CN(Cc2ccccc2)C[C@H](n2cnc3c(NC4CC4)ncnc32)O1
1.6%	-4.7%	-8.7	COc1ccc(-c2coc3c(C(=O)NCc4ccco4)cccc23)c(C)c1
-3.6%	0.6%	-2.8	CCCC(C)(C)C(=O)N1CCC1(C)C(=O)NS(=O)(=O)c1ccccc1Cl (centres undefined)
3.3%	-3.0%	0.5	CCOC(=O)C1CCCN(C(=O)c2cc(C#N)cs2)CC1 (centres undefined)
-4.1%	-1.5%	-7.2	Cc1ccc(S(=O)(=O)N2C[C@H]3[C@H]4C(=O)N(Cc5ccccc5)C(=O)[C@H]4CC(=O)[C@H]3[C@@H]2c2ccccc2F)cc1
-2.3%	0.3%	-8.3	CC(C)CNC(=O)C1(C)CCCN1C(=O)Cc1cccc2ccccc12 (centres undefined)
-0.9%	-1.0%	-1.9	CC(O)C(NC(=O)OCc1ccccc1)C(=O)NCC(=O)NCC(=O)OCc1ccccc1 (centres undefined)
0.0%	?	3.1	CCCc1nc2ccc(C)cn2c1Cc1ccccc1C(F)(F)F
0.2%	-0.1%	-0.9	CC(C)CN1CCC1(C)C(=O)Nc1cc(-c2ccccc2)nn1C (centres undefined)
-1.1%	-5.2%	-4.2	COc1ccc(-c2nc3ccc(C)cn3c2Cc2ccc(C)cc2)cc1OC
-1.6%	-2.2%	-7.6	Cc1cc(C)cc(CC(=O)N2CCC2(C)C(=O)NS(=O)(=O)c2ccc(Br)cc2)c1 (centres undefined)
-2.6%	-2.7%	-3.9	Cc1ccc(Cn2c(C)c(C(=O)NCc3cccc(C(F)(F)F)c3)sc2=O)cc1
-2.1%	0.1%	-11.8	CCCCN(C=O)c1c(CC)nc2ccc(C(=O)N(C)Cc3ccccc3)cn12
-6.1%	0.4%	-0.3	CCOC(=O)C1=CCN(S(=O)(=O)c2ccc(C)cc2)C1c1cccs1 (centres undefined)
0.9%	1.1%	-6.0	COc1ccc(-c2csc(Nc3ccc(Oc4ccccc4)cc3)n2)cc1
-5.0%	4.2%	-9.3	CC1(C(=O)NS(=O)(=O)c2cccc(C#N)c2)CCN1C(=O)CCc1ccccc1 (centres undefined)
-4.0%	-2.6%	-9.3	CC1(C(=O)O)CCCN1C(=O)c1cccc(F)c1 (centres undefined)
-3.9%	-4.3%	-14.1	O=C(c1ccc(-c2ccccc2)cc1)N1CCC2CC1c1cc(-c3ccc4c(c3)OCO4)ccc12 (centres undefined)
-3.2%	-1.5%	0.9	CC(C)(C(=O)N1CCC1(C)C(=O)Nc1ccccc1Br)c1ccccc1 (centres undefined)
-2.4%	-2.7%	0.2	COc1ccc(C(C)=O)cc1Cn1c(C)c(C(=O)NCc2ccc(C(F)(F)F)cc2)sc1=O
-2.7%	-9.9%	-14.4	CCc1nc2ccc(C(=O)NCCOc3ccc(OC)cc3)cn2c1N(C)C(=O)C1CCCCC1
-5.6%	-10.8%	3.1	CCc1ccc(C(O)c2ncc(-c3cccc(C(F)(F)F)c3)[nH]2)cc1 (centres undefined)
-2.0%	-8.3%	-9.7	c1ccc2[nH]c(CCCCCc3nc4ccccc4[nH]3)nc2c1
0.8%	?	-0.8	COc1ccc(CNC(=O)C2Cc3c(-c4cccc(C(C)=O)c4)ccnc3O2)cc1OC (centres undefined)
-2.7%	1.4%	-12.9	O=C(c1ccc(-c2ccccc2)cc1)N1CCN(c2ccc3c(c2)C2CC3CCN2C(=O)OCc2ccccc2)CC1 (centres undefined)
-1.4%	0.2%	-2.9	CCCc1nc2c3ccccc3ccn2c1CC(C)(C)C
-1.5%	-1.1%	-7.2	CCNC(=O)C1(C)CCCN(C(=O)c2ccccc2Br)C1 (centres undefined)
-4.3%	-0.6%	-5.5	COc1ccc(Cc2c(-c3cccc(Cl)c3)nc3c(C)cc(Br)cn23)c(C)c1
-3.4%	-4.6%	-10.6	Cc1cccc(C)c1NC(=O)C(c1ccccc1)N1CCN(c2ccc(C(F)(F)F)cn2)CC1 (centres undefined)
-3.3%	-3.8%	-8.8	CC(C)C[C@H]1CN([C@@H](Cc2ccc(O)cc2)CN2CCC[C@@H]2CN2C(=S)NC[C@@H]2Cc2ccccc2)C(=S)N1CC1CCCCC1
3.5%	-2.3%	-5.8	COc1ccccc1CNC(=O)c1cc(-c2cc(F)ccc2OC(C)C)n[nH]1
-2.0%	-4.6%	1.7	CCNC(=O)C1CCCN(C(=O)c2ccc(C#N)cc2)CC1 (centres undefined)
-5.1%	0.7%	2.0	Cc1ccsc1C(=O)N1CCC1(C)C(=O)NS(=O)(=O)c1ccccc1 (centres undefined)
0.6%	-7.9%	-8.7	COc1cccc(CNc2nc3cc(-c4ccc(F)cc4)sc3c(=O)n2C)c1OC
-2.4%	-1.3%	-1.5	COc1ccccc1N1CCN(Cc2cc(=O)oc3cc(C)cc(C)c23)CC1
-4.4%	-4.1%	-11.6	CCOc1cccc(-c2cc(NCCc3ccccn3)n3nccc3n2)c1
-1.8%	-14.8%	-2.5	CC(C)C(N)c1csc(Nc2ccc(C(F)(F)F)cn2)n1 (centres undefined)
-2.2%	-4.5%	-10.1	Cc1ccc(S(=O)(=O)N2[C@H](c3ccc(Cl)cc3)CC(=O)[C@@H]3CN(S(=O)(=O)c4ccccc4C)[C@H](c4ccc(Cl)cc4)C[C@@H]32)cc1
1.8%	0.2%	2.2	O=[N+]([O-])c1ccc2c(c1)CO[C@@]21O[C@H](CCO)C[C@H](O)[C@H]1O
-3.5%	2.4%	-8.7	CCCS(=O)(=O)NC(=O)C1(C)CCN(C(=O)c2c(F)cccc2F)C1 (centres undefined)
-5.1%	1.9%	1.0	COc1cc(-c2coc3c(C(=O)NCc4ccncc4)cccc23)ccc1O
-5.5%	0.0%	-7.2	Cn1ccc2c(-c3ccc(F)nc3)cc3c(c21)C1CCC3C1 (centres undefined)
-0.7%	?	-3.9	O=C(Nc1cccc(F)c1)N1CCc2nc(NCc3cccc(Oc4ccccc4)c3)ncc2C1
-2.7%	-3.0%	-12.1	COc1ccc(S(=O)(=O)NC(=O)C2(C)CCN2C(=O)CCc2ccc(Cl)cc2Cl)cc1 (centres undefined)
-4.1%	-3.0%	0.5	COc1cccc(C(NC(C)=O)c2nc(-c3cccnc3)cs2)c1 (centres undefined)
-3.3%	-1.9%	-3.1	O=C(NCc1ccccc1)c1cc(C2COCCN2C(=O)c2ccccc2)on1 (centres undefined)
-4.1%	-2.8%	-6.3	CCOC1=C2[C@H]([C@H]3C(=O)N(c4ccccc4)C(=O)[C@H]3C1)[C@@H](C(C)C)N(S(=O)(=O)c1ccc(C)cc1)[C@H]2c1ccccc1

# Additional results.
GRP78 ERSR act	Vif-A3G inh	LDHA inh	compound
-2.1%	-1.0%	-3.4	CC1(C(=O)NS(=O)(=O)c2cccc(C#N)c2)CCN1C(=O)CCC1CCCC1 (centres undefined)
1.4%	-3.0%	-5.0	COCCNC(=O)C1CCCN(C(=O)/C=C/c2ccccc2)CC1 (centres undefined)
-2.4%	2.8%	-3.4	CCCS(=O)(=O)NC(=O)C1(C)CCCN(C(=O)c2cc(C)n(C(C)(C)C)n2)C1 (centres undefined)
-6.1%	-0.8%	2.9	CC1(C(=O)NCc2ccc(C(F)(F)F)cc2)CCN1Cc1c(F)cccc1F (centres undefined)
-0.6%	?	-1.4	CC(=O)c1cccc(-c2ccnc3c2CC(C(=O)Nc2ccc(Cl)cc2)O3)c1 (centres undefined)
-1.8%	1.3%	-0.3	COCCN1C[C@@H](CO)O[C@@H](n2cnc3c(NC4CCCC4)ncnc32)C1
-3.2%	-23.5%	-4.0	COc1ccc(NC(=O)C2Cc3c(-c4ccc5c(c4)OCO5)ccnc3O2)cc1OC (centres undefined)
-4.4%	0.8%	-5.8	CCOC(=O)C1(C)CCCCCN1C(=O)c1ccccc1F (centres undefined)
-4.2%	0.9%	-9.8	COC(=O)[C@H](CC(C)C)NC(=O)/C=C/[C@H]1O[C@@H](n2cc(C)c(=O)[nH]c2=O)C[C@@H]1O
-1.2%	-3.4%	1.7	COC(=O)c1ccc2nc(C3CCCCC3)c(Cc3ccc(OC)cc3C)n2c1
-3.3%	-9.4%	-0.4	CC1(Cc2ccccc2OC(F)(F)F)C(=O)Nc2ccc(S(=O)(=O)NC3CCCCC3)cc21 (centres undefined)
-11.6%	6.3%	2.4	CC1(Cc2cccc(C(F)(F)F)c2)C(=O)Nc2ccc(-c3ccc(F)c(Cl)c3)cc21 (centres undefined)
-5.3%	-7.0%	-9.7	OC(c1cc(F)cc(Cl)c1)c1ncc(-c2ccc(Cl)cc2)[nH]1 (centres undefined)
-1.9%	2.7%	14.8	COc1ccc(N2CCN(c3cc(C(=O)NC4CCCCC4)ncn3)CC2)cc1OC
1.7%	-5.6%	-1.7	CCOC1=C2[C@H](c3ccccc3)N(S(=O)(=O)c3ccc(C)cc3)C(C(C)(C)C)[C@H]2n2c(=O)n(-c3ccccc3)c(=O)n2C1 (some centres undefined)
-5.1%	-5.3%	-5.7	O=C(c1ccccn1)N(Cc1ccco1)C1(C(=O)Nc2ccc(Br)cc2)CCCCC1
2.0%	-7.3%	-3.3	CONC(=O)c1ccc(-c2cccc3nccn23)cc1
